# High-throughput results deposited in PubChem by several laboratories.
# PMI activator = increases human mannose-6-phosphate isomerase activity; P34949; activation factor at 20 µM; AID 1214; 190,000 tested, 0.005% active; purified human PMI, coupled resazurin fluorescence, 20 min; stronger effect = higher value; 1 = vehicle control, 0 substrate-free wells;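 active means activation factor of 2 or more at 20 µM, relative to plate controls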
# PMI act hi M6P = activators of human phosphomannose isomerase at near-saturating mannose 6-phosphate; coupled PMI enzyme assay, resazurin fluorescence, 20 min; stronger effect = higher value; 1 = untreated enzyme, 0 = substrate-free blank; P34949; 190,000 tested, 0.34% active; activation factor at 20 µM; AID 1216;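 active means activation factor of 2 or more at 20 µM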
#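 test system = human PMI in coupled enzyme assay | medium = HEPES-buffered pH 7.4 with magnesium and detergent | also added = 1.0 mM mannose-6-phosphate substrate with 0.22 mM NADP+ | compound = 20 µM single dose | times = 20 min incubation at room temperature | measured by = resorufin fluorescence (Ex 544/Em 590 nm) from resazurin via diaphorase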
# TNAP act hiacc = activators of human TNAP at high phosphate acceptor concentration; purified TNAP, CDP-star luminescence, 1 M DEA, 30 min; stronger effect = higher value; 0 = EDTA background, 1 = DMSO-only activity; activation factor at 20 µM; 200,000 tested, under 10 active; AID 1136;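 active means activation factor at least 2 at 20 µM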
# Target sequence (P05186 whole entry, looked up): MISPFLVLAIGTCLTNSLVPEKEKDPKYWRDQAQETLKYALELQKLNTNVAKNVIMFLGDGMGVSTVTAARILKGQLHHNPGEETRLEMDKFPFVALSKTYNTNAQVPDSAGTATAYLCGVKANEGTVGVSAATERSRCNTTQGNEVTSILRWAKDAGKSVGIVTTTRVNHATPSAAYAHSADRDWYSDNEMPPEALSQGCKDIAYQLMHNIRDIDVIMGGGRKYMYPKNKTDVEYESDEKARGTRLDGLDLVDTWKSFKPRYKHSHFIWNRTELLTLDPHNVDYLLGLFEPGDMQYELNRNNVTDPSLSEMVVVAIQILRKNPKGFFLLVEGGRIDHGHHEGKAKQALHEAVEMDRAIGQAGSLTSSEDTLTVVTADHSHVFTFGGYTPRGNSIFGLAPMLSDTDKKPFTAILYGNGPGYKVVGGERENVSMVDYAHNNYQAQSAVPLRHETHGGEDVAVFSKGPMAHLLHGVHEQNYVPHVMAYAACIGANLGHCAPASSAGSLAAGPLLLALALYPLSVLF
#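 system = human TNAP | amount = enzyme diluted 1/800 final | reagent = 100 µM CDP-star substrate | signal = luminescent substrate turnover signal | dosing = one dose, 20 µM | benchmarks = EDTA negative control, DMSO positive control | measure = activation factor | timing = 30 min reaction, room temperature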
# Diaph act CS = activates diaphorase or chemically reduces, flagging diaphorase assay artifacts. Diaphorase/resazurin coupled assay, resorufin fluorescence, 16 min; stronger effect = higher value; 1 = vehicle wells, 0 = NADH-free wells. activation factor at 20 µM. 190,000 tested, 0.005% active;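 active means diaphorase activity raised at least twofold by the compound at 20 µM; inactive means activation factor below 2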
#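 Material: bacterial diaphorase enzyme (C. kluyveri); amount: enzyme 0.07 U/mL final; reagent: NADH substrate 0.114 mM plus resazurin dye 0.1 mM, final; doses: single compound dose of 20 µM, 1% DMSO final; timing: 16 min enzyme reaction, ambient temperature; measured by: fluorescence of resorufin, 544 nm excitation, 590 nm emission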
# FLuc act counter = firefly luciferase counter-screen for stimulation assays; 200,000 tested, under 10 active; AID 1027; activation factor at 10 µM; ATPlite luciferase biochemical, luminescence, 10 min; 0 = ATP-free wells, 1 = DMSO control; P08659;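 active means luciferase activation factor, scaled between plate controls, of at least 2 with compound at 10 µM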
# Target sequence (P08659 whole entry, looked up): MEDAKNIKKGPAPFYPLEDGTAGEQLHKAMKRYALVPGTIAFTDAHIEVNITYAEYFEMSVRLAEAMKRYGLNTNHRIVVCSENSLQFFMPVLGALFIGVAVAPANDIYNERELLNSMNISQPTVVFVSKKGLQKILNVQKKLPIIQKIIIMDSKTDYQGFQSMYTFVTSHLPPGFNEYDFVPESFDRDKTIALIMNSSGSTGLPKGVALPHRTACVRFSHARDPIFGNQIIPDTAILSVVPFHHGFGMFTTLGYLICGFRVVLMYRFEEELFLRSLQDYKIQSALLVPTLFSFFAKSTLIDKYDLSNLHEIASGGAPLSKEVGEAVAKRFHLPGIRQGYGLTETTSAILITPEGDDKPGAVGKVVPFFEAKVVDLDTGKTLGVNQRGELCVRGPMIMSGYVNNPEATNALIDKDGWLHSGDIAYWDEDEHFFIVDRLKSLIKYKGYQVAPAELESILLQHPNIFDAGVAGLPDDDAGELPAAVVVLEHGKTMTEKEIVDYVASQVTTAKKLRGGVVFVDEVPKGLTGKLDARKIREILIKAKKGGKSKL
#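 Material: Luciferase/luciferin reagent mix | Doses: Test compounds dosed from 2 mM stocks in 100% DMSO | Timing: 10 min incubation after luciferase reagent addition, room temperature | Measured by: Luminescence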
# G6PDH counter = L. mesenteroides G6PDH inhibition counter-screen; Purified L. mesenteroides G6PDH, diaphorase/resazurin coupled fluorescence, 45 min; inhibition, % at 5 µM; 200,000 tested, 0.12% active; in the data active means inhibition above about 50%
# TNAP inh noacc = blocks human TNAP activity with no phosphate acceptor present | P05186 | purified TNAP, CDP-star luminescence, 30 min | 200,000 tested, 0.26% active | inhibition, % at 20 µM;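 active means tissue-nonspecific alkaline phosphatase inhibition above about 50% at 20 µM in the single-dose screen, limit read from the data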;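 further: 0% = DMSO negative control and 100% = EDTA positive control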
# Diaph inh CS = counter-screen for diaphorase-based assays: diaphorase inhibitors and chemical oxidizers; diaphorase resazurin-to-resorufin fluorescence, NADH, 16 min; bacterial (C. kluyveri) enzyme, not human; inhibition, % at 20 µM; 190,000 tested, 0.69% active; AID 1217;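 active means primary screen inhibition at 20 µM above a set limit, cut at about 50% in these data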;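 further: plate controls were DMSO with full reaction for no effect and wells lacking NADH for full effect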
#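 Test system: Clostridium kluyveri diaphorase enzyme / Quantity: diaphorase at 0.14 U/mL in enzyme working solution / Incubation: 16-min room-temperature incubation before reading / Benchmarks: NADH-free wells as positive control, DMSO-only neutral wells / Signal: resorufin fluorescence 544/590 nm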
# HMGR II inh = inhibitors of class II HMG-CoA reductase from Enterococcus faecalis; purified E. faecalis HMGR, NADPH absorbance 340 nm kinetic; inhibition, % at 10 µM; 190,000 tested, 0.41% active; AID 1066;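 active means inhibition above a set limit, the median over all tested compounds plus 3 SD, cut at about 9.5% in these data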;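 further: enzyme runs in reverse so mevalonate oxidation gives rising NADPH absorbance; 0% = complete reaction with DMSO and 100% = background rate lacking mevalonate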
# TNAP inh hiacc = TNAP (human) inhibition, high acceptor. P05186. purified TNAP, CDP-star luminescence, 1 M DEA. inhibition, % at 20 µM. 200,000 tested, 0.03% active. AID 1135;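 active means over 50% inhibition of tissue-nonspecific alkaline phosphatase at 20 µM in the single-dose screen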;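 further: plate controls were DMSO wells for no effect and EDTA-quenched wells as full inhibition for full effect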
# Numbers without * were called inactive; / = not tested or not shown.
Compound	PMI activator	PMI act hi M6P	TNAP act hiacc	Diaph act CS	FLuc act counter	G6PDH counter	TNAP inh noacc	Diaph inh CS	HMGR II inh	TNAP inh hiacc
Oc1ccc(N2CCN(C(c3ccccn3)c3nnnn3C3CCCC3)CC2)cc1 (stereo unspecified)	0.8	0.5	1	0.7	1.1	10	-1	29	0	-1
O=C(OCC(=O)c1ccc(S(=O)(=O)N2CCCC2)cc1)C1=COCCO1	1	1.1	1	0.9	1	1	-8	7	-4	-4
C=CCOc1ccc2ccccc2c1CNCCCN1CCOCC1	0.9	0.9	1	0.9	1.1	8	-13	5	/	-4
CCOc1ccc(N(CC(=O)Nc2ccc(OC)cc2)S(=O)(=O)c2c(C)[nH]c(=O)[nH]c2=O)cc1	1	1	1	0.9	1.1	9	-9	13	7	-4
O=[N+]([O-])c1ccc2c(c1)OCCOCCOCCOCCOCCOCCO2	0.9	1	1	0.9	1.1	6	-26	8	0	-2
CCN=C1SC(C(=O)Nc2cc(Cl)cc(Cl)c2)CC(=O)N1CC (stereo unspecified)	1.1	1	1	1	1.1	9	-7	2	2	-4
COc1ccc(CNC(=O)Cn2nnc(-c3ccc(NC(=O)C4CCCCC4)cc3)n2)cc1	1	1.1	1	1	1.1	-14	-16	3	2	-4
CCOC(=O)c1ccc(NC(=O)C2CCCO2)cc1 (stereo unspecified)	0.9	1	1.1	0.8	0.9	7	44	22	-7	-6
CCn1nnc(NC(=O)COc2ccc(C3CCCCC3)cc2)n1	0.9	0.9	1	0.8	1	-9	-10	18	0	-1
O=C(O)c1ccc(CSc2nc(-c3ccccc3)cc(C(F)(F)F)n2)cc1	1.1	1	1.1	0.9	1.1	-1	-4	14	-5	-8
CC(=O)Nc1sc(N)nc1-c1ccccc1	1	1	1.1	0.8	1.1	-2	-20	23	-9	-9
Cc1nc(NC(=O)CC(C)C)sc1-c1csc(Nc2ccc(Cl)cc2Cl)n1	0.6	0.7	1.1	0.9	1	1	-2	9	0	-7
CC(=O)c1cccc(NC(=O)c2ccc(N(Cc3ccccc3)S(C)(=O)=O)cc2)c1	1	1	1.1	1	1	-3	-11	1	-1	-11
O=C(O)COc1c(-c2ccc(Cl)cc2)oc2ccccc2c1=O	1.1	1.1	1	1	1	-4	-11	4	2	-1
COc1ccc(-c2cc(C(F)(F)F)c3c(n2)sc2c(O)cc(=O)[nH]c23)c(OC)c1	0.8	0.9	0.9	0.9	1	-30	15	14	-2	6
O=C(O)C(Sc1ccncn1)c1ccccc1 (stereo unspecified)	1.2	1.2	1.1	1	1.1	-7	-16	0	5	-6
O=S(=O)(NC1=NCCC1)c1cccc(NS(=O)(=O)c2ccc(OC(F)(F)F)cc2)c1	1	1.1	1	0.9	1.1	-11	-6	8	-5	-2
CCCS(=O)(=O)N1CCN(C2CCC(C)CC2)CC1 (stereo unspecified)	0.9	1	1.1	0.8	1.1	22	-6	18	-5	-5
Fc1ccc(OCc2nn3cnnc3s2)cc1	1	1	1	0.9	1.1	0	-10	7	0	-2
COC(=O)c1cc(=O)n(Cc2ccc3c(c2)OCO3)c(=Nc2ccccc2)s1	1	1	1	0.9	1	-14	0	13	4	-2
Cc1ccc(C(=O)Oc2cccc(NC(=O)c3cccs3)c2)cc1S(=O)(=O)N1CCOCC1	1	1	1	0.8	1	2	-14	17	-6	-4
COc1cc(NC(=S)NC(=O)c2ccccc2C)ccc1NC(=O)c1cccs1	0.8	0.8	1	0.9	1	-40	-4	12	-2	4
CN1/C(=C\C=N\NC(=O)c2ccc(O)cc2)C(C)(C)c2ccccc21	1.1	1.1	1	0.8	1.1	15	-1	16	2	2
Cc1ccccc1-c1nc2cc(Cl)ccc2o1	1	1	1	0.9	0.6	3	-12	14	0	-1
CCOC(=O)C1=C(SCC)c2cc3c(n2C1=O)CCCC3	1	0.9	0.9	0.8	0.9	6	10	24	-1	9
CC1=NNC(=O)/C1=C\c1cn(-c2ccccc2)nc1-c1ccc(Cl)cc1	0.8	0.8	1	0.9	1.1	2	0	14	1	0
CCN(CC)S(=O)(=O)c1cccc(C(=O)N/N=C/c2ccc(N3CCOCC3)cc2)c1	1.1	1.1	1	1	1	-4	-1	1	1	1
CCn1c(SCC(=O)N2CCCc3ccccc32)nc2c(c1=O)SC(C)C2 (stereo unspecified)	0.9	1.1	1.1	0.8	1	7	-12	22	0	-7
Cn1c(C(=O)NCCC2=CCCCC2)cc2c(=O)n3ccccc3nc21	1	0.9	1.1	0.9	1	-12	-18	9	-1	-6
CC(C)CC(NC(=O)CNC(=O)C1O[C@@H]2OC(C)(C)O[C@@H]2[C@H]2OC(C)(C)O[C@@H]12)C(=O)O (stereo partly specified)	1.2	1	1	1	1	-2	-9	3	-11	-3

# Compound profiles, from the list above:
# `COc1cc(NC(=S)NC(=O)c2ccccc2C)ccc1NC(=O)c1cccs1` across the screens: PMI activator = 0.8; PMI act hi M6P = 0.8; TNAP act hiacc = 1; Diaph act CS = 0.9; FLuc act counter = 1; G6PDH counter = -40; TNAP inh noacc = -4; Diaph inh CS = 12; HMGR II inh = -2; TNAP inh hiacc = 4
# `CCN(CC)S(=O)(=O)c1cccc(C(=O)N/N=C/c2ccc(N3CCOCC3)cc2)c1` across the screens: PMI activator = 1.1; PMI act hi M6P = 1.1; TNAP act hiacc = 1; Diaph act CS = 1; FLuc act counter = 1; G6PDH counter = -4; TNAP inh noacc = -1; Diaph inh CS = 1; HMGR II inh = 1; TNAP inh hiacc = 1

# Carrying on.
Compound	PMI activator	PMI act hi M6P	TNAP act hiacc	Diaph act CS	FLuc act counter	G6PDH counter	TNAP inh noacc	Diaph inh CS	HMGR II inh	TNAP inh hiacc
Cc1ccc(N2CC(C(=O)N3CCc4ccccc4C3)CC2=O)cc1 (stereo unspecified)	0.9	0.9	1	0.8	1.1	-13	-4	18	-5	-4
Cc1ccc(Cl)c2c1=NC(=O)C=2c1[nH]c(=S)[nH]c1O	1	0.6	0.7	0.9	0.9	8	38	14	-14	30
CC1(C)CC(=O)C2=C(C1)c1c(ccc3ccccc13)NC2c1ccc(Br)o1 (stereo unspecified)	0.9	0.9	1.1	0.8	1.1	4	-6	23	-3	-7
Cc1cc(C(=O)CSc2nnc(N)s2)c(C)n1CCc1ccc(F)cc1	1	1	1	0.8	1.1	0	-9	16	-6	-3
C=CCn1c(-c2ccncc2)n[nH]c1=S	1	1	1	0.6	1.1	11	-7	40	-5	-5
COc1ccc(CCNC(=O)CCc2ccc(S(=O)(=O)NCC(C)C)cc2)cc1OC	1	1	1	0.9	1.1	12	-1	11	-1	-3
Cc1ccc(OCC(=O)NNC(=O)c2ccoc2C)c(Br)c1	1	1.1	1	1	0.9	12	-140	2	0	-3
O=C(N/N=C/c1ccccc1F)c1ccc(COc2ccccc2Cl)o1	1	1	1	0.9	1.1	-3	-20	9	0	-1
O=C(CCNC(=O)c1ccccc1)Nc1cccnc1	0.9	1	1	1	1	8	-6	2	1	3
Cc1cc(C)cc(-n2nnnc2SCC(=O)Nc2nc(-c3ccc(F)cc3)cs2)c1	0.9	0.9	1	0.9	1	9	-6	10	-1	-3
C=CCNC(=S)NNC(=O)c1ccc([N+](=O)[O-])cc1	1.1	1.1	0.9	1	1.1	7	-74	-1	-5	6
CCC(CC)C(=O)Nc1ccc(Cl)c(Cl)c1	1	1	1.1	0.9	1	-3	-16	6	-5	-8
O=C(OC1CCN(c2ncc(C(F)(F)F)cc2Cl)CC1)c1ccccc1	0.9	0.9	1.1	0.8	1	2	-7	24	-4	-6
CCOC(=O)N1CCN(C(=O)C2CCCN(S(C)(=O)=O)C2)CC1 (stereo unspecified)	1	0.9	1	0.9	1.1	9	6	10	1	-3
Cc1ccc(C(=O)COC(=O)CNC(=O)c2cccs2)cc1C	1	1	1	0.9	1	15	-10	7	-1	-4
C=C(C)Cn1c(CCCNC(=O)CCC)nc2ccccc21	1	1	1.1	1	1.1	-12	-6	2	0	-6
Cc1ccnc(Nc2nc3ccccc3s2)n1	1.1	1.1	1.1	1.2	0.7	14	-13	-16	-2	-7
Nn1cnnc1N/N=C\c1ccc(-c2ccccc2[N+](=O)[O-])o1	0.2	0.3	0.9	0.1	0.9	19	-19	88*	7	7
Cc1ccc(CSCC(=O)Nc2ccccc2F)cc1	0.9	0.9	1	0.8	1	-1	-14	16	2	-5
C=CCn1c(Cc2cccc3ccccc23)n[nH]c1=S	1	0.9	1	0.8	1	8	8	21	2	-2
COCCNC(=O)C(c1ccco1)N(C(=O)Cn1nnc2ccccc21)c1cccc(C)c1C (stereo unspecified)	0.9	1	1	0.9	1.1	-10	-20	8	-11	-4
CCOC(=O)CN1CC23C=CC(O2)C(C(=O)NC2CCCC2)C3C1=O (stereo unspecified)	1	1.2	1.1	1.1	1	3	-13	-6	-5	-6
COC(=O)C(NC(=O)c1ccccc1)=C1CCCCC1	0.9	0.9	1	0.9	1	6	-7	12	0	1
Cc1nc(C)n(CC(O)COc2ccc3cc(Br)ccc3c2)n1 (stereo unspecified)	0.9	0.8	1	0.9	1.1	-17	-6	6	-1	3
C1CCN(c2nc3nonc3nc2N2CCCCC2)CC1	1	0.9	1.1	0.9	1.1	9	-14	12	-1	-6
CCOc1ccc(OCCOCCN2CCOCC2)cc1	0.9	1	1.1	0.8	1	7	-14	16	1	-8
Cc1cc2n(n1)C(c1sccc1C)Nc1ccccc1-2 (stereo unspecified)	1.1	1	1.1	0.8	1	-1	-16	17	-4	-9
COc1ccccc1C1C(C(N)=O)=C(C)Nc2nc(-c3ccc(Cl)cc3)nn21 (stereo unspecified)	0.9	0.9	1.1	0.8	1	-2	25	24	2	-8
CCc1ccc2[nH]c3nc(C)cc(C)c3c(=O)c2c1	0.9	1	1	0.9	1	19	-9	13	2	-3

# Some values from above.
# `CC1(C)CC(=O)C2=C(C1)c1c(ccc3ccccc13)NC2c1ccc(Br)o1` (stereo unspecified) in TNAP inh noacc = -6
# `Cc1ccccc1-c1nc2cc(Cl)ccc2o1` in PMI act hi M6P = 1
